UPR CHOP act – apoptotic UPR (CHOP) activation; CHO-CHOP luciferase reporter, luminescence; percent of tunicamycin response over DMSO baseline; activation, % at 10 µM; 0.34% of 330,000 active; AID 449763;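 active = at 10 µM dose, activation of 40% or more, normalized to positive control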;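 also: 100% = tunicamycin at 10 µg/mL and 0% = DMSO alone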
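Dosing – one dose, 10 µM in 0.5% DMSO · System – CHO-CHOP cells, stable luciferase reporter of PERK-eIF2a-CHOP signalling · Input – 500 cells/well · Control set – tunicamycin 10 µg/mL final as positive, DMSO-only wells as negative · Timing – 6 h compound treatment, 37 °C · Measure – % activation vs tunicamycin · Technique – luminescence read with Steady-Glo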
NR3A LBD binder – NR3A (human) ligand-binding domain modulation; 2.5% of 340,000 active; NR3A LBD differential scanning fluorimetry, Tm shift; 0% = protein alone, 100% = glycine-bound protein; Tm shift relative to glycine control, % at 25 µM;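 active = melting temperature shift of at least 10% of the positive control shift, at one fixed dose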
NALP3 yeast inh – inhibitors of NALP3 inflammasome in yeast. inhibition, % at 10 µM. Yeast reconstituted NLRP3/ASC/caspase-1, beta-gal luminescence, 24 h. 0.39% of 330,000 active;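 active = inhibition of 50% or more; inactive = inhibition below 50%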;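 also: plate controls were induced DMSO wells for no effect and uninduced yeast grown without galactose for full effect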
tim10-1 inh – inhibits growth of tim10-1 mutant yeast; inhibition, % at 20 µM; 2.2% of 330,000 active; S. cerevisiae tim10-1 ts strain growth, BacTiter-Glo, 24 h;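 active = inhibition of at least 40%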;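 also: mutant grown at 25 °C; 0% = DMSO wells with yeast and 100% = wells holding no yeast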
Mdm2-MdmX inh – inhibitors of human Mdm2/MdmX interaction; SaOS-2 split-luciferase Mdm2/MdmX complementation, luminescence; inhibition, % at 8 µM; 3% of 330,000 active; AID 485346;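 active = inhibition of at least 50% at 8 µM in the primary screen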
Target sequence (O15151 whole entry, looked up): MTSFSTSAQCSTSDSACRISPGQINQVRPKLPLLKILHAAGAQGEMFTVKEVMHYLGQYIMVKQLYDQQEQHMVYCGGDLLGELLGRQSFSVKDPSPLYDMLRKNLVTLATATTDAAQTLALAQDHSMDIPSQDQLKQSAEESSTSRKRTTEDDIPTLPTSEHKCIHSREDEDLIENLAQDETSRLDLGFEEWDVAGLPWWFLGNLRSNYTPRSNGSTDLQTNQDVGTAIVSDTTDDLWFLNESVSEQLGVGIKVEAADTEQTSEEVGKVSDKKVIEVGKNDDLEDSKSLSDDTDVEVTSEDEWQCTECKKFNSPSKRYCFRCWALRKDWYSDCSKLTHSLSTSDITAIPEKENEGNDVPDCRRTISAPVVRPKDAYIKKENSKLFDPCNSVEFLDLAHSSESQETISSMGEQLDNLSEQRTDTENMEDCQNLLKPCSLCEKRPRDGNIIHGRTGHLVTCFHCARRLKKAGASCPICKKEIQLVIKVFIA
Target sequence (Q00987 whole entry, looked up): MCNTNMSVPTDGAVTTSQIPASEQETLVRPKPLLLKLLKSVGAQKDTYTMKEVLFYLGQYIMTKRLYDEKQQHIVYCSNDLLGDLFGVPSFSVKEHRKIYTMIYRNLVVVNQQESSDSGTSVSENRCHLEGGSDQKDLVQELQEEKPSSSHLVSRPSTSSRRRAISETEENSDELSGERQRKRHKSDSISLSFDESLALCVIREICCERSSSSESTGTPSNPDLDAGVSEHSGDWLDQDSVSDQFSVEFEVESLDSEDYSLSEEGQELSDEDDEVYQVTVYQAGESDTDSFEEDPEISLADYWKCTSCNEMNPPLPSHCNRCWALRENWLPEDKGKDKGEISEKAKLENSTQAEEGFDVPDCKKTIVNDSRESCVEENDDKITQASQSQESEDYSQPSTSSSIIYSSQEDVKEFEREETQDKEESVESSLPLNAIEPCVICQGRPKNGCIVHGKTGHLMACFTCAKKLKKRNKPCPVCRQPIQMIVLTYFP
TIM10 inh – growth inhibitors of TIM10 yeast strain | S. cerevisiae TIM10 strain growth, BacTiter-Glo luminescence, 24 h | inhibition, % at 10 µM | 1.4% of 330,000 active | AID 463195;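 active = inhibition of 40% or more at the single tested concentration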;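 also: wild-type TIM10 isogenic control strain grown at permissive 25 °C; 0% = DMSO yeast wells and 100% = minimal medium wells without yeast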
APJ ag – APJ receptor agonism | P35414 | CHO-K1 APJ PathHunter beta-arrestin, luminescence; 0% DMSO wells, 100% apelin | activation, % at 20 µM | 0.11% of 330,000 active | AID 2520;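 active = activation more than six SD over the plate average, tested at 20 µM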;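 also: 0% = DMSO alone and 100% = apelin-13 at 10 nM; some results filed as inactive read as strong as hits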
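Assay system: CHO-K1 APJ beta-arrestin complementation cell line / Compound: single test compound dose, 20 µM final, 1% DMSO / Times: overnight seeding, 90 min compound at 25 °C, 1 h detection / Technique: beta-gal luminescence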
UPR XBP1 act – activators of adaptive arm of unfolded protein response (XBP1); activation, % at 20 µM; 0.33% of 330,000 active; CHO-XBP1 luciferase reporter, IRE1-XBP1 UPR activation, luminescence; percent of tunicamycin response, DMSO as zero;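 active = versus positive control, 20 µM dose yields 30% or more activation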;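 also: 100% = tunicamycin at 10 µg/mL and 0% = DMSO only wells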
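Material: IRE1-XBP1 luciferase reporter CHO line / Quantity: one thousand reporter cells per well / Buffer or medium: F12 with 10% serum / Compound: 20 µM single concentration, DMSO 1% / Times: 6 h treatment, 37 °C / Detection: Steady-Glo luciferase glow luminescence, 10 min after reagent addition / Benchmarks: tunicamycin high, DMSO low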
tim23-1 inh – tim23-1 yeast growth inhibition; S. cerevisiae tim23-1 growth, BacTiter-Glo luminescence, 24 h; inhibition, % at 20 µM; 1.3% of 330,000 active; AID 463212;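 active = growth inhibition of the mutant yeast at or above 50%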;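 also: temperature-sensitive mutant grown at 25 °C; plate controls were DMSO-treated mutant yeast for no effect and medium wells lacking yeast for full effect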
* hit, by the source's call. Hits appear at their usual frequency; any-hit rate near 8.2%.

cpd | smiles | UPR CHOP act | NR3A LBD binder | NALP3 yeast inh | tim10-1 inh | Mdm2-MdmX inh
1 | CCNC(=O)c1ccccc1-c1nc(-c2ccccc2OC)no1 | 0.4 | -1 | -2 | 15 | 6
2 | NC(=S)Nc1ccc2c(c1)OCO2 | 0.1 | 1 | 7 | 7 | -24
3 | COc1cc2c(cc1OC)C(c1ccccc1Br)NC(=O)C2 (stereo not given) | 0.0 | -1 | 6 | -15 | 22
4 | COc1cccc(-c2cn3nc(C)c(C)nc3n2)c1 | -1.7 | 1 | 7 | -6 | -50
5 | COCCNC(=O)C(=O)Nc1ccc2c(c1)N(S(=O)(=O)c1cccs1)CCC2 | -0.2 | 1 | 13 | 34 | 56*
6 | CC1(C)CC(=O)C(N=Nc2ccc(-c3ccccc3)cc2)=C(O)C1 | 2.7 | 1 | 18 | 0 | -11
7 | Cc1ccc(Sc2ccc(NC(=O)CCl)cc2)cc1C | 38 | -5 | 66* | 50* | 81*
8 | N=c1sccn1CC(=O)N1N=C(c2ccc(Cl)cc2)CC1c1ccco1 (stereo not given) | -1.6 | -2 | 12 | 7 | 26
9 | CCOC(=O)C(C#N)C(Cc1ccccc1)c1ccco1 (stereo not given) | -0.6 | -1 | 4 | 27 | 12
10 | Cc1nc(C2CCCCC2)c(-c2ccccc2)c(N2CCOC2=O)c1C | -2.3 | 1 | -20 | 24 | -7

cpd | TIM10 inh | APJ ag | UPR XBP1 act | tim23-1 inh
1 | 17 | 3 | -3 | 14
2 | 2 | 5 | -1 | 15
3 | 0 | 1 | -4 | 4
4 | 1 | -2 | 2 | -12
5 | 31 | -10 | 1 | 40
6 | -11 | 0 | -2 | 0
7 | 40* | 0 | 11 | 66*
8 | 7 | -4 | 0 | -1
9 | 15 | -2 | -1 | 25
10 | -4 | 14 | 1 | 4

Going on with the list.
cpd | smiles | UPR CHOP act | NR3A LBD binder | NALP3 yeast inh | tim10-1 inh | Mdm2-MdmX inh
11 | C1CC(CN2CCOCC2)CN(Cc2nc(CC3CC3)no2)C1 (stereo not given) | -0.8 | 1 | 16 | 12 | -23
12 | CCCC(=O)Nc1ccc2c(c1)nc(CCNC(=O)c1ccco1)n2C | -2.0 | -1 | 10 | -12 | -6
13 | C=C(C)CSc1nc2sc3c(c2c(=O)n1-c1ccccc1)CCN(C)C3 | 3.5 | -2 | 14 | -7 | -15
14 | CCOc1cc(CN2CCc3c([nH]c4ccccc34)C2)ccc1OC | 0.3 | -2 | 25 | 11 | 20
15 | COc1nc2ccccc2nc1N1CCN(Cc2ccc3c(c2)OCO3)CC1 | 0.9 | -5 | 12 | 16 | 6
16 | COc1ccc(CCC(=O)N2CCN(c3ccc([N+](=O)[O-])cc3)CC2)cc1OC | -1.6 | -1 | 29 | 20 | 22
17 | O=C(NCCNC(=O)c1cc(OCC(F)(F)F)ccc1OCC(F)(F)F)Nc1ccc(OC(F)(F)F)cc1 | -2.6 | 7 | 19 | 0 | 1
18 | CCOC(=O)Cn1c(=O)oc2cc(S(=O)(=O)N3CCN(c4ccccn4)CC3)ccc21 | -0.2 | 1 | 2 | 12 | -21
19 | Cc1ccc(S(=O)(=O)N(CC(=O)Nc2cccnc2)c2ccc(Br)cc2)cc1 | -1.1 | -8 | 13 | 13 | 0
20 | COc1ccc(-c2sc3cc4c(cc3c2-c2ccc3c(c2)OCCO3)OCO4)cc1 | 1.8 | 1 | 19 | 3 | -36

cpd | TIM10 inh | APJ ag | UPR XBP1 act | tim23-1 inh
11 | -6 | -1 | -1 | 9
12 | -3 | -3 | -2 | -5
13 | -4 | 0 | 0 | -1
14 | 14 | -5 | -1 | 5
15 | 4 | -2 | -2 | 16
16 | 16 | -1 | -4 | 9
17 | -14 | -4 | 2 | 1
18 | 4 | 0 | -3 | 4
19 | 16 | 4 | -1 | 28
20 | -1 | -2 | 1 | 10

New compounds follow.
cpd | smiles | UPR CHOP act | NR3A LBD binder | NALP3 yeast inh | tim10-1 inh | Mdm2-MdmX inh
21 | C/C(NC(=O)c1cccc(F)c1)=C1/C(=O)C[C@@H]2[C@H]1C2(C)C | -0.1 | 6 | 21 | 0 | -8
22 | CCC1(c2ccccc2)NC(=O)N(CC(=O)N(c2ccccc2)C2CCS(=O)(=O)C2)C1=O (stereo not given) | 0.9 | 0 | -1 | -11 | 0
23 | Cc1ccccc1NC(=O)CCCC(=O)c1ccccc1 | 0.6 | -1 | 21 | 0 | 15
24 | COc1ccc(N(C(=O)C2CSC(=O)C2)C(C(=O)NC(C)(C)C)c2ccncc2)cc1 (stereo not given) | -0.2 | 0 | 7 | 15 | 10
25 | CC(C)C(=O)Nc1ccc(C(=O)NNC(=S)NC(=O)c2ccco2)cc1 | 1.2 | -1 | 17 | -12 | 4
26 | COc1ccc(OC)c(NC(=O)CSCC(=O)O)c1 | 0.2 | -1 | 11 | 6 | -39
27 | COc1ccc(N2CCN(C(=O)COc3ccc(S(=O)(=O)N4CCOCC4)cc3C)CC2)cc1 | 0.5 | -1 | -10 | -4 | -7
28 | Cc1ccc(S(=O)(=O)NCc2cccnc2)cc1C(=O)NC1CCCCC1 | -1.7 | 4 | 6 | 13 | -47
29 | Cc1ccc2cc(CN(CCCN(C)C)C(=S)NCc3ccccc3)c(=O)[nH]c2c1C | -1.1 | -1 | 9 | 26 | 55*
30 | CC(=O)c1cc2c(cc1NC(=O)CN1CCCCC1C)OCO2 (stereo not given) | 2.3 | -3 | -1 | 11 | 18

cpd | TIM10 inh | APJ ag | UPR XBP1 act | tim23-1 inh
21 | -2 | -5 | 1 | -4
22 | 2 | -3 | 2 | -8
23 | -8 | 0 | -2 | 1
24 | 3 | -4 | 4 | 3
25 | -25 | -3 | -1 | 13
26 | -7 | -1 | 0 | 9
27 | 12 | 1 | 3 | 3
28 | -4 | 10 | -4 | 12
29 | 8 | -2 | -1 | 13
30 | 4 | -7 | 0 | 0

Other results:
cpd | smiles | UPR CHOP act | NR3A LBD binder | NALP3 yeast inh | tim10-1 inh | Mdm2-MdmX inh
31 | CC12CCC(C(=O)N(CCCN3CCN(Cc4ccccc4)CC3)C1=O)C2(C)C (stereo not given) | -0.2 | 1 | 17 | -30 | 15
32 | COC(=O)CS(=O)(=O)c1cc(Br)cc2c1N(C(C)=O)CC2 | -2.0 | -4 | 8 | 7 | 7
33 | O=C1CC2c3ccccc3C1C1C(=O)N(CCO)C(=O)C21 (stereo not given) | -1.5 | -2 | 18 | 5 | 11
34 | O=C1NC(c2ccccc2)(C(F)(F)F)C(=O)N1Cc1cccnc1 (stereo not given) | -1.2 | 20* | 29 | 1 | 21
35 | Cn1cnnc1SCC(=O)Nc1ccc2nc(SCc3cccc4ccccc34)sc2c1 | 3.7 | 2 | 16 | 5 | 39
36 | CCOC(=O)N1CCC(NC(=O)c2cc(-c3ccc(F)cc3)[nH]c2C)CC1 | 0.0 | 0 | 5 | 16 | -8
37 | COc1ccccc1NCC(=O)n1nc(C)cc1C | -2.0 | 0 | 14 | 17 | -17
38 | N#Cc1nc(COc2ccc(Br)cc2)oc1N1CCCCCC1 | 2.9 | 1 | 27 | 6 | -7
39 | Cn1c(N)c(C(=O)COC(=O)c2cccc(S(=O)(=O)N3CCOCC3)c2)c(=O)n(C)c1=O | -0.4 | 0 | 3 | -7 | 13
40 | Cc1oc(-c2ccccc2)nc1C(=O)OCC(=O)NCc1ccccc1 | 1.6 | -2 | 20 | 38 | 17

cpd | TIM10 inh | APJ ag | UPR XBP1 act | tim23-1 inh
31 | -6 | -1 | 4 | -40
32 | 1 | 1 | -4 | 14
33 | 12 | -4 | -1 | 3
34 | 0 | 1 | -3 | 15
35 | 9 | -1 | 0 | 12
36 | 7 | 1 | -3 | 13
37 | 12 | -2 | -1 | 26
38 | -19 | -3 | -2 | 17
39 | 1 | -5 | -4 | -1
40 | 23 | -6 | -3 | 34

A draw from above in order of length of the SMILES, falling:
cpd | smiles | UPR CHOP act | NR3A LBD binder | NALP3 yeast inh | tim10-1 inh | Mdm2-MdmX inh
39 | Cn1c(N)c(C(=O)COC(=O)c2cccc(S(=O)(=O)N3CCOCC3)c2)c(=O)n(C)c1=O | -0.4 | 0 | 3 | -7 | 13
31 | CC12CCC(C(=O)N(CCCN3CCN(Cc4ccccc4)CC3)C1=O)C2(C)C (stereo not given) | -0.2 | 1 | 17 | -30 | 15
35 | Cn1cnnc1SCC(=O)Nc1ccc2nc(SCc3cccc4ccccc34)sc2c1 | 3.7 | 2 | 16 | 5 | 39
34 | O=C1NC(c2ccccc2)(C(F)(F)F)C(=O)N1Cc1cccnc1 (stereo not given) | -1.2 | 20* | 29 | 1 | 21
33 | O=C1CC2c3ccccc3C1C1C(=O)N(CCO)C(=O)C21 (stereo not given) | -1.5 | -2 | 18 | 5 | 11
38 | N#Cc1nc(COc2ccc(Br)cc2)oc1N1CCCCCC1 | 2.9 | 1 | 27 | 6 | -7
37 | COc1ccccc1NCC(=O)n1nc(C)cc1C | -2.0 | 0 | 14 | 17 | -17

cpd | TIM10 inh | APJ ag | UPR XBP1 act | tim23-1 inh
39 | 1 | -5 | -4 | -1
31 | -6 | -1 | 4 | -40
35 | 9 | -1 | 0 | 12
34 | 0 | 1 | -3 | 15
33 | 12 | -4 | -1 | 3
38 | -19 | -3 | -2 | 17
37 | 12 | -2 | -1 | 26

The list goes on.
cpd | smiles | UPR CHOP act | NR3A LBD binder | NALP3 yeast inh | tim10-1 inh | Mdm2-MdmX inh
41 | CC(C)CN(CC(C)C)CC(O)COc1ccccc1Br (stereo not given) | 0.3 | -3 | 20 | 15 | -15
42 | Cc1ccccc1-n1nc2c(c1NC(=O)c1ccc(Br)o1)CSC2 | 3.8 | 1 | -3 | 39 | -14
43 | COc1ccccc1N(C)S(=O)(=O)c1ccc(C(=O)OCC(=O)NCC(F)(F)F)cc1 | 0.2 | 5 | 12 | 13 | 4
44 | COc1cc(NC(=O)CCc2ccccc2)nc(OC)n1 | 1.0 | 2 | 14 | 15 | 7

cpd | TIM10 inh | APJ ag | UPR XBP1 act | tim23-1 inh
41 | 7 | -12 | -1 | 10
42 | 29 | 0 | 1 | 24
43 | 7 | -5 | 0 | 12
44 | 4 | -3 | -1 | 12
